# Scp1 inh: inhibitors of human Scp-1 phosphatase. Q9GZU7. Recombinant Scp1, phosphopeptide, malachite green phosphate absorbance. inhibition, % at 20 µM. 340,000 tested, 0.88% active. AID 493091;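 active = inhibition above about 50% at 20 µM, limit read from the data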;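 note: plate controls were DMSO wells with enzyme for no effect and wells lacking enzyme for full effect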
# Target sequence (Q9GZU7 76-261 limits assumed): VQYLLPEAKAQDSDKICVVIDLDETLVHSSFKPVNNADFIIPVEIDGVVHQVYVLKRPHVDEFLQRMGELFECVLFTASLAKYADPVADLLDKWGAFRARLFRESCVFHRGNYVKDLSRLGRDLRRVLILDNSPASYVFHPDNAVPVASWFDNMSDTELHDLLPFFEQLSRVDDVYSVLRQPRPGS
#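 Incubation: 45 min enzyme reaction at room temperature / System: truncated SCP-1 phosphatase (76-261aa) / Reagent: Phospho 17-mer peptide substrate / Buffer or medium: Acidic Tris acetate buffer with magnesium and detergent / Signal: absorbance at 630 nm / Doses: one concentration, 20 µM, with 1.0% DMSO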
# LMPTP inh: blocks human LMPTP phosphatase. P24666. recombinant LMPTP-A, OMFP fluorogenic substrate, fluorescence intensity. inhibition, % at 20 µM. 360,000 tested, 0.22% active. AID 651560;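 active = compounds that cut the enzyme signal by at least half of the control window in the single-dose screen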;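 note: plate controls were DMSO wells with enzyme plus substrate for no effect and substrate without enzyme for full effect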
# Target sequence (P24666 whole entry, looked up): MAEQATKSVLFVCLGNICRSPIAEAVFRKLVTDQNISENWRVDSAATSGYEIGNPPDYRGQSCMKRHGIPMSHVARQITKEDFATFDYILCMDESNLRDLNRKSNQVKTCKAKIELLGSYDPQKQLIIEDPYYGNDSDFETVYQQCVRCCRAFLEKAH
#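 Test system – LMPTP-A enzyme · Amount – LMPTP-A at 0.625 nM final in the reaction · Buffer or medium – Bis-Tris pH 6.0, DTT, detergent · Reagent – OMFP 400 µM · Doses – single 20 µM dose · Schedule – reaction 50 min, room temperature, dark · Detection – fluorescence intensity of OMFP turnover product · Evaluation – percent inhibition versus substrate-only and uninhibited controls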
# SUMO1 PPI mod: modulators of human SUMO1-mediated protein-protein interactions; P63165; 360,000 tested, 0.33% active; inhibition, % at 20 µM; SUMO1 binding to a labelled peptide, TR-FRET, 1 h; AID 602429; in the data active = inhibition above about 37%
# Target sequence (P63165 whole entry, looked up): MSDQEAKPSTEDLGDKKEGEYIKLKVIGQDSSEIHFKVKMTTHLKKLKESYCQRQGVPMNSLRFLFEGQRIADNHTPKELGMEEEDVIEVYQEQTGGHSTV
# NRP1-CendR mod: NRP-1/CendR interaction modulation; O14786; FAM-RPARPAR peptide binding to NRP-1, fluorescence polarization; inhibition, % at 25 µM; 360,000 tested, 0.85% active; AID 602438;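 active = inhibition or corrected inhibition above about 18%, plus a signal ratio from 0.5 to 1.5, limit read from the data, passing the limit was not always enough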; note: strong numbers were not always called active
# Neddyl block: inhibitors of human cullin neddylation; TR-FRET cullin neddylation, biochemical; calls only at 25 µM; 360,000 tested, 0.58% active; AID 651699; in the data active = inhibition above about 36%
# NadD block: inhibitors of Staphylococcus aureus NadD. purified NadD enzyme, colorimetric absorbance read-out. inhibition, % at 20 µM. 360,000 tested, 0.78% active; in the data active = inhibition above about 26%; note: some compounds past the cut are filed as inactive
# DNMT1 block: DNMT1 (human) enzyme inhibition | P26358 | inhibition (reported as % activation of signal), % at 10 µM | 360,000 tested, 0.83% active | DNMT1 molecular beacon, Hinp1I cleavage, fluorescence; in the data active = inhibition above about 50%
# Tb MetRS inh: blocks T. brucei methionyl-tRNA synthetase activity; purified T. brucei MetRS, ATP depletion, Kinase-Glo luminescence; inhibition, % at 11.9 µM; 360,000 tested, 0.4% active; AID 624268;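 active = inhibition above a per-plate cutoff of the control wells' mean inhibition plus 3 SD, cut at about 5.5% in these data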;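 note: 0% = DMSO wells median and 100% = median of wells with control inhibitor compound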
#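 Material – parasite MetRS enzyme · Medium – HEPES-MgCl2-KCl buffer plus DTT, spermine, BSA, pyrophosphatase · Reagent – ATP, methionine and E. coli bulk tRNA substrates · Times – 15 min enzyme-compound preincubation, 2 h reaction, 10 min detection, 25 °C · Measured by – luminescence of leftover ATP · Evaluation – percent inhibition relative to median high and low control wells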
# SKN-1 block: inhibitors of C. elegans SKN-1. inhibition, % at 21.8 µM. C. elegans VP596 Pgst-4::GFP/RFP ratio, acrylamide-induced, 24 h. 360,000 tested, 0.49% active;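 active = interference check ratio from 0.5 to 1.5 plus GFP to RFP signal ratio inhibition reaching or exceeding a fixed threshold, cut at about 30% in these data, passing the limit was not always enough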; note: some compounds called inactive have numbers as strong as hits
# STEP block: blocks human striatal-enriched tyrosine phosphatase. P54829. recombinant STEP, OMFP fluorogenic substrate, fluorescence. inhibition, % at 20 µM. 360,000 tested, 0.25% active. AID 588621;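 active = inhibition at 20 µM, scaled per plate between control wells, above about 37%, limit read from the data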;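 note: 0% = DMSO with enzyme and substrate and 100% = substrate only without enzyme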
# Target sequence (P54829 whole entry, looked up): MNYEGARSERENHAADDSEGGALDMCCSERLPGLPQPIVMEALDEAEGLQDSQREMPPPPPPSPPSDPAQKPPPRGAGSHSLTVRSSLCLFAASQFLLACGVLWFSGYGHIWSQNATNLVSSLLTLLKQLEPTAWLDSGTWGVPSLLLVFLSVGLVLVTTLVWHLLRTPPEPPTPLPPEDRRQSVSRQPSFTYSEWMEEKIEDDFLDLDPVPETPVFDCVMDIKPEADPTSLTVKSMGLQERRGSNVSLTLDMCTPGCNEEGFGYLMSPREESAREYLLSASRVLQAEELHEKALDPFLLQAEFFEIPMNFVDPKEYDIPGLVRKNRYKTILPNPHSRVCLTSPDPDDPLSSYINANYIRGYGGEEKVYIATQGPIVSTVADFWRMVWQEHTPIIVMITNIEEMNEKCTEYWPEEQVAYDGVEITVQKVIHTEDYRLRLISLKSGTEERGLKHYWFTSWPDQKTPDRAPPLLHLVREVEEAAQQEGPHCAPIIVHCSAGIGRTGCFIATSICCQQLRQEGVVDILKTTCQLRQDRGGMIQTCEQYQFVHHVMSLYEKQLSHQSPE
#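 System: STEP (striatal-enriched tyrosine phosphatase) enzyme, cell-free; medium: Bis-Tris pH 6.0 buffer with DTT, detergent; dosing: 20 µM, 1% DMSO; times: reaction 20 min, ambient temperature; detection: fluorescence, 480/540 nm; read-out basis: normalized % inhibition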
# * marks the source's active call; other numbers are inactive results; i = inactive; · = no result given. No enrichment for hits (roughly 4.6% active in at least one column).
no.	canonical_smiles	Scp1 inh	LMPTP inh	SUMO1 PPI mod	NRP1-CendR mod	Neddyl block
1	CC1CC(C)CN(C(=O)c2ccc3ccccc3c2)C1 (centres undefined)	-0.8	0.4	-5.8	11.2	i
2	CC(=O)c1cc2c(cc1N/C(=N/S(=O)(=O)c1ccccc1)c1ccc(Cl)cc1)OCO2	-3.9	-0.1	-2.7	0.5	i
3	Cc1ccc(NC(=O)Nc2ccnc(-c3cccnc3)n2)cc1	-8.1	2.4	5.2	-1.1	i
4	CCOC(=O)c1cccc(C(=O)Oc2ccccc2)n1	-2.6	-1.0	-2.1	10.8	i
5	CCc1cc(-c2n[nH]c(C)c2-c2nc3ccccc3n2C)c(O)cc1O	-1.9	-1.0	-0.1	2.3	i
6	Cc1ccc(S(=O)(=O)N2CCOCC2)cc1C(=O)NNC(=O)c1ccoc1C	0.2	-1.9	4.2	3.3	i
7	Cc1ccc([N+](=O)[O-])c(OCCCNCC(C)O)c1 (centres undefined)	-3.5	-1.7	-11.3	-9.5	i
8	COc1ccc(CCNC(=O)Nc2ccc3c(c2)c(=O)n(C)n3CC=C(C)C)cc1OC	·	-0.5	-4.8	1.4	·
9	CCc1cc(C(=O)NC2CCCN(Cc3ccccc3F)C2)n(C)n1 (centres undefined)	-4.7	-0.5	4.8	15.8	i
10	CCCCn1c(N)c(N(Cc2ccccc2OC)C(=O)c2cc(=O)[nH]c3ccccc23)c(=O)[nH]c1=O	-0.6	-1.4	0.6	-7.7	i

no.	NadD block	DNMT1 block	Tb MetRS inh	SKN-1 block	STEP block
1	-1.6	4.7	-0.5	-10.6	-0.7
2	1.5	7.3	-0.7	3.6	0.1
3	-10.8	-0.9	0.2	1.9	2.5
4	-1.9	2.1	-0.9	1.5	-0.2
5	-0.8	-2.7	-0.1	4.0	0.1
6	0.2	-0.9	2.5	6.8	-2.7
7	-6.2	-0.9	-1.1	3.7	0.6
8	-1.6	-2.4	-0.2	-4.8	-1.5
9	-2.1	0.6	0.7	-9.0	-1.8
10	0.2	0.8	-0.4	1.1	-2.3

# (next part)
no.	canonical_smiles	Scp1 inh	LMPTP inh	SUMO1 PPI mod	NRP1-CendR mod	Neddyl block
11	COc1cccc(OCCOCCOc2ccc(C)cc2[N+](=O)[O-])c1	-17.0	0.0	-4.5	14.2	i
12	CN(C(=O)c1cccs1)c1ccc(OCC(=O)N2CCC(C(N)=O)CC2)cc1	-0.7	-0.5	-1.8	-3.7	i
13	CN(C)CCN(C(=O)c1cccc(Cl)c1)c1nc2c(Cl)cccc2s1	-1.3	-1.1	9.4	2.7	i
14	COC(=O)C(O)(CC(=O)Nc1ccccc1OC)C(F)(F)F (centres undefined)	2.5	0.5	-1.9	7.7	i
15	CC1CCCCN1C(=S)NC(=O)c1cc(Br)ccc1Cl (centres undefined)	-7.9	-1.7	9.3	14.6	i
16	COc1ccccc1OCc1ccc(C(=O)NCC2CCCO2)cc1 (centres undefined)	-9.3	-0.2	1.0	-11.2	i
17	COc1ccc(S(=O)(=O)N2CCN(Cc3cc(OC)c(OC)cc3OC)CC2)cc1	-7.0	-1.7	0.4	-6.7	i
18	CCCc1cc(=O)[nH]c(Nc2ccc(Cl)cc2)n1	4.2	0.5	0.9	3.3	i
19	CCCc1nc2ccc(Br)cn2c1Cc1ccccc1OC	·	0.7	2.8	-11.7	i
20	COc1ccccc1N1CCN(C(=O)/C=C/c2ccco2)CC1	7.9	1.4	-2.8	-0.8	i

no.	NadD block	DNMT1 block	Tb MetRS inh	SKN-1 block	STEP block
11	-4.9	-2.4	-0.4	-7.7	-1.5
12	4.1	-3.3	-0.1	12.9	-0.7
13	-2.0	2.5	0.7	1.5	-2.2
14	-1.3	-2.4	-0.2	10.1	0.4
15	2.7	1.8	-0.1	3.5	1.4
16	-2.5	1.9	-0.1	2.3	-3.2
17	0.9	2.0	-1.1	-1.3	0.5
18	-6.7	-5.0	2.1	1.4	-1.3
19	-2.1	3.0	-0.4	8.6	-3.9
20	-3.4	11.7	0.4	9.6	3.8

# Later entries:
no.	canonical_smiles	Scp1 inh	LMPTP inh	SUMO1 PPI mod	NRP1-CendR mod	Neddyl block
21	CC12CN(NC(=O)c3ccc(Cl)cc3)C3(C#N)CC1CCC23C (centres undefined)	-0.7	-0.7	-3.1	-2.3	i
22	COc1cc2c(cc1OC)-c1nncn1C(C)(C)C2	0.9	-1.1	1.3	1.8	i
23	Cc1noc(C)c1CSCC(=O)Nc1nnc(CC(C)C)s1	-2.2	1.3	2.6	-0.3	i
24	Cc1ccc(N(C(=O)Cn2nnc(-c3ccc(F)cc3)n2)C(C(=O)NC(C)(C)C)c2ccncc2)cc1 (centres undefined)	7.9	0.5	2.0	5.6	i
25	COc1ccc(/C(N)=N/OC(=O)CCCc2ccccc2)cc1OC	0.7	0.5	-2.4	-12.0	i
26	COc1ccc(NC(=O)[C@@H](NC(=O)c2ccccc2F)C(C)C)cc1S(=O)(=O)N1CCOCC1	-0.7	-1.7	-0.8	0.3	i
27	CC(=O)C1=C(O)C(=O)N(c2cccc(C(=O)O)c2)C1c1ccccc1F (centres undefined)	-1.3	-1.2	-3.8	-13.8	i
28	Cc1ccc(C(=O)NC2CC3CCCC(C2)N3Cc2ccccc2)cc1 (centres undefined)	-7.3	-1.5	2.4	-5.5	i
29	CCC(=O)c1ccc(O)c(OC)c1	9.5	-2.7	1.3	-11.1	i
30	Cc1cccc(OCC(=O)NCC(=O)n2nc(C)cc2C)c1	-4.8	0.3	-1.1	6.4	i

no.	NadD block	DNMT1 block	Tb MetRS inh	SKN-1 block	STEP block
21	-1.5	1.0	0.6	0.0	-0.8
22	7.0	3.0	0.1	8.2	-4.7
23	-5.8	5.1	-0.4	-3.3	0.0
24	3.8	0.1	-0.6	2.8	1.8
25	-3.9	-5.8	0.1	-2.6	-1.1
26	-1.4	-4.7	-0.6	-12.9	0.7
27	0.0	0.0	0.5	7.3	2.8
28	-8.1	-4.7	-0.2	-10.0	2.4
29	6.1	1.9	-1.2	-0.8	-2.1
30	-3.2	2.1	-0.2	15.9	-0.7

# New compounds follow.
no.	canonical_smiles	Scp1 inh	LMPTP inh	SUMO1 PPI mod	NRP1-CendR mod	Neddyl block
31	NC1=NC(=Nc2cccc(Cl)c2)c2ccccc21	-4.6	-0.3	-5.0	0.3	i
32	CC1(C)CC(=O)C=C(Nc2ccc([N+](=O)[O-])cc2)C1	-7.7	-2.5	-34.2	-11.7	i
33	COc1ccc(-n2nc3c(c2NC(=O)C(C)Cl)CSC3)cc1 (centres undefined)	0.3	0.5	4.9	-4.3	i
34	COc1ccc(CN2C[C@@H](CO)O[C@@H](n3cnc4c(NC5CCC5)ncnc43)C2)cc1	·	0.7	-1.2	-1.9	i
35	CCN1CCN(C(=O)CN(C)S(=O)(=O)c2ccc(Cl)cc2)CC1	-0.3	0.1	-1.8	-7.1	i
36	Cc1ccc(CNc2ccc3c(c2)OCO3)cc1	-6.4	5.3	-6.9	127.4	i
37	COC(=O)[C@]1(C)N[C@H](CN(C)C(=O)Nc2ccc(C)cc2)[C@@H]2C(=O)N(Cc3ccccc3)C(=O)[C@@H]21	-8.0	-2.4	1.5	-2.6	i
38	Cc1ccc(Cn2ccc(-c3cnc(-c4ccccc4)s3)n2)cc1	-7.5	4.6	-0.4	8.6	·
39	O=C(Nc1nccs1)c1ccc2c(c1)C(=O)N(Cc1cccnc1)C2=O	-11.7	1.4	-26.9	0.9	i
40	CCCCn1c(N)c(N(CCOC)C(=O)c2sc3cc(F)ccc3c2Cl)c(=O)[nH]c1=O	-1.1	-0.6	11.0	4.8	i

no.	NadD block	DNMT1 block	Tb MetRS inh	SKN-1 block	STEP block
31	-2.9	-0.6	-0.9	11.7	1.5
32	-2.8	-1.7	0.1	4.1	2.0
33	7.7	-0.2	0.3	3.2	-2.0
34	0.2	11.6	-0.2	-3.2	-3.5
35	-4.6	0.5	-1.3	6.2	-0.4
36	11.9	14.2	-0.6	5.2	-8.5
37	-5.2	3.1	-1.9	15.1	3.2
38	-0.2	-6.0	-1.0	-4.1	2.3
39	-0.2	0.1	-0.3	0.2	-0.8
40	2.2	-0.2	0.1	-2.3	-2.4

# Next part
no.	canonical_smiles	Scp1 inh	LMPTP inh	SUMO1 PPI mod	NRP1-CendR mod	Neddyl block
41	COc1ccc(C2/C(=C(/O)c3ccc(Cl)cc3)C(=O)C(=O)N2CCN2CCOCC2)c(OC)c1 (centres undefined)	0.0	-1.9	-5.4	-5.9	i
42	COC(=O)c1cc(NC(=S)N2CCN(C(=O)C3CCCO3)CC2)cc(C(=O)OC)c1 (centres undefined)	-3.3	-0.5	-1.9	7.2	i
43	CCN(CC(=O)NCCCN1CCOCC1)S(=O)(=O)c1ccc(Cl)cc1	0.9	-3.7	-1.4	17.5	i
44	O=C1C(=C(I)I)c2ccccc2-c2ccccc21	44.3	37.3	35.9*	20.2	i
45	O=C1CCC2CN3CCc4c([nH]c5ccccc45)C3CC2C1 (centres undefined)	·	1.0	-14.0	-48.5	i
46	Cn1c(=O)cc(SCC(=O)N2CCN(C3CCCCC3)CC2)c2ccccc21	-0.7	1.2	-3.0	-3.8	i
47	COC(=O)c1cc(=O)[nH]c(SCc2cccc(C)c2)n1	-6.6	-1.5	2.6	-5.6	i
48	O=C1CCC/C(=N/Nc2ccc(Cl)cc2)C1	-3.0	1.7	-4.6	4.5	i
49	Cc1nonc1C1CCCN1C(=O)c1cc(COc2cccc(C(F)(F)F)c2)on1 (centres undefined)	-6.2	2.1	3.9	6.5	i

no.	NadD block	DNMT1 block	Tb MetRS inh	SKN-1 block	STEP block
41	4.2	-6.0	-0.8	-8.2	2.7
42	-1.2	1.1	-1.2	-14.3	11.9
43	2.2	-0.8	-0.6	-3.7	-2.5
44	19.6	114.8*	4.8	-0.6	11.0
45	2.6	4.8	-0.1	8.0	-8.7
46	-6.7	0.9	1.2	-5.2	-2.0
47	-2.1	-2.3	-0.5	-4.4	-1.3
48	5.5	-38.2	-0.8	-6.9	4.2
49	-8.3	0.1	-0.5	15.9	-2.8

# Screening results from PubChem.
